Bioassay records from PubChem.
TSG101-PTAP inh: blocks PTAP/TSG101 interaction to inhibit HIV-1 budding. 340,000 tested, under 10 active. Potency, µM (highest dose often 115 µM), inactives show top-dose activity change, negative = inhibition, hits mostly inhibitors. Fluorescence polarization, FITC-PTAP peptide / Tsg101 binding. AID 493005. Q99816; active = well fitted inhibition curve with a large enough effect in the main read-out, with a control signal flat, not every such curve was filed as active; inconclusive = small, poorly fitted or top-dose-only effect, or effect the other way, or a change in a side signal; inactive = no such curve, though single readings can be large or run the other way; also: potency is read from the fitted curve at half-maximal effect; % of control where 0% means no effect
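FP read-out: FITC-PTAP peptide, 50 nM final, binding Tsg101 binding domain, 10 uM final; 20 min, r.t.; 10 mM HEPES pH 7.5, 0.15 M NaCl, 0.01% Tween 20, 3 mM EDTA, 0.1 mM TCEP.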
Chronic BCR inh: blocks chronic active B-cell receptor signaling | Potency, µM (doses to about 46.1 µM), without a hit: at the top dose ratio change, negative = lower green/red ratio, hits mostly inhibitors | 0.05% of 340,000 active | AID 493014 | ABC-DLBCL IkBa-CBG/CBR reporter, luminescence ratio, 4 h; active = well fitted inhibition curve with a large enough effect in the signal ratio, with a control signal flat, not every such curve was filed as active; inconclusive = small, poorly fitted or top-dose-only effect, or effect the other way, or a change in a side signal; the % refers to the signal ratio;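 also: potency is read from the fitted curve at half-maximal effect; plate controls were basal doxycycline-induced cells for no effect and cells given 10 µM MG132 for full effect; MG132 reads +100%, hits lower the ratio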
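TMD8 human ABC-DLBCL cells with doxycycline-inducible IκBα–green luciferase fusion and unfused red luciferase, in 0.5% FBS medium; compounds up to 46 uM, 4 h at 37C. Green/red luminescence ratio, filter-overlap corrected, fitted to concentration-response curves.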
TCR activator: activates T cell receptor signaling. Potency, µM (highest dose often 9.22 µM), inactives show at the top dose activation of IL-2 secretion, hits mostly activators. primary human leukocytes, anti-CD3, IL-2 HTRF, 48 h. 330,000 tested, under 10 active; also: % of control where 0% means no effect
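HTRF read-out of IL-2 secretion: europium cryptate donor excited at 320nm, d2 acceptor emission at 665nm. Cells were primary human leukocytes incubated 48 hr with compounds and a-CD3 beads, supplying TCR signal only.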
TSHR antag: antagonists of human thyroid stimulating hormone receptor | activity change, negative = inhibition, % at 11.5 µM | 0.2% of 330,000 active | AID 504810 | TSHR-expressing cells, TSH-stimulated cAMP HTRF, 2 h; hits give low values;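 active = activity change below a set negative limit, meaning inhibition stronger than a set level, cut at about -70% in these data; inconclusive = activity change between two set negative limits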; also: % is scaled to controls: 0 for no effect and ±100 for the full control effect
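Cell-based HTRF cAMP assay; TSHR cells + compound, TSH EC80 (4nM final), 2 h, 37 deg C. Lysis with anti-cAMP cryptate and cAMP-d2, 30 min RT, read 665/620 nm.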
a7 integrin act: integrin-mediated muscular dystrophy alleviation activation | Potency, µM (top dose mostly 38.3 µM), for the others: at the top dose activation, usual class: activators | alpha7betagal myoblasts, beta-gal FDG fluorescence, 48 h | AID 624291 | 0.064% of 350,000 active;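 also: potency is read from the fitted curve at half-maximal effect; 100% = response of the positive control SU9516; nearly all actives have a fitted effect of over 60% in size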
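Alpha7betagal+/- myoblasts (passage 13) were plated 16-24 hr, then exposed to compounds (1:260 dilution of DMSO stock) for 48 hours at 37C. After MPER lysis, β-galactosidase reporter activity was read as FDG fluorescence (ex 480/em 540) after 30 minutes.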
Eya2 phos inh: Eya2 (human) phosphatase inhibition | Potency, µM (doses to about 76.9 µM), for the others: at the highest dose activity, negative = inhibition, usual class: inhibitors | O00167 | AID 488837 | recombinant Eya2, OMFP fluorescence dephosphorylation (OMFP is methylfluorescein phosphate) | 0.006% of 330,000 active; also: potency is read from the fitted curve at half-maximal effect; % is scaled to controls: 0 for no effect and ±100 for the full control effect
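Eya2 (0.2 uM) preincubated 10 min at ambient with compound, then OMFP substrate added at 50 uM; 10 min reaction in 50 mM HEPES pH 7.5, 50 mM NaCl, 5 uM MgCl2, 0.05% BSA, 1 mM DTT. Fluorescence read at Ex 485/Em 525 nm.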
AT treatment: potential ataxia-telangiectasia treatment; […] A-T fibroblasts, KAP-1 phosphorylation AlphaLISA; neocarzinostatin DNA damage 30 min before lysis; Potency, µM (highest dose often 57.5 µM), without a hit: at the top dose activation, usual class: activators; 0.19% of 320,000 active; AID 485349; also: potency is read from the fitted curve at half-maximal effect; % of control where 0% means no effect; nearly all actives have a fitted effect of over 45% in size
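hTERT-immortalized A-T patient fibroblasts ([…]), 500 cells/well in OPTI-MEM, 1% FBS, got compounds for 60 min, then NCS for 30 min at 37C. Lysates were then assayed for phospho-KAP-1 by AlphaLISA (anti-pKAP1 donor, anti-KAP1 acceptor beads), 6 hr at 25C.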
Mito fusion act: inhibitors of mitochondrial division or activators of mitochondrial fusion; 0.23% of 320,000 active; Potency, µM (highest dose often 46.1 µM), without a hit: at the highest dose growth rescue (activation), most hits filed as activators; S. cerevisiae fusion-defective mutant growth rescue, CellTiterGlo 48 h;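 also: potency is read from the fitted curve at half-maximal effect; % of control where 0% means no effect; nearly all actives have a fitted effect of over 45% in size; temperature-sensitive fusion mutants such as fzo1-1 at 37 °C on non-fermentable ethanol glycerol medium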
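Luminescent cell viability in 1536-well qHTS format served as the measure of rescued growth in ts fusion-mutant S. cerevisiae cultured on non-fermentable YPEG for 48 hours at 37C.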
ELG1 DNA repair: inhibitors of ELG1-dependent DNA repair in HEK293T cells; 2.3% of 330,000 active; AID 504467; Potency, µM (doses to about 46.1 µM), for inactives: at the highest dose activity change, negative = inhibition, hits mostly inhibitors; HEK293T ELG1-luciferase reporter, luminescence, 16 h; DNA damage induced by 5-fluorouridine; also: potency is read from the fitted curve at half-maximal effect; % is scaled to controls: 0 for no effect and ±100 for the full control effect; nearly all actives have a fitted effect of over 55% in size
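Quantitative HTS, concentration-response format. 2,000 cells/well co-treated with 5-fluorouridine and compound, 16 hr in 5% CO2 at 37 °C; ONE-Glo luminescence read after 30 min.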
S-ASM inh: human S-ASM enzyme inhibition | placental ASM, HMU-PC fluorogenic substrate, 60 min | Potency, µM (doses to about 57.5 µM), for inactives: at the highest dose activity change, negative = inhibition, usual class: inhibitors | 0.006% of 340,000 active | AID 504937; also: potency is read from the fitted curve at half-maximal effect
Target sequence (P17405 47-631 limits assumed): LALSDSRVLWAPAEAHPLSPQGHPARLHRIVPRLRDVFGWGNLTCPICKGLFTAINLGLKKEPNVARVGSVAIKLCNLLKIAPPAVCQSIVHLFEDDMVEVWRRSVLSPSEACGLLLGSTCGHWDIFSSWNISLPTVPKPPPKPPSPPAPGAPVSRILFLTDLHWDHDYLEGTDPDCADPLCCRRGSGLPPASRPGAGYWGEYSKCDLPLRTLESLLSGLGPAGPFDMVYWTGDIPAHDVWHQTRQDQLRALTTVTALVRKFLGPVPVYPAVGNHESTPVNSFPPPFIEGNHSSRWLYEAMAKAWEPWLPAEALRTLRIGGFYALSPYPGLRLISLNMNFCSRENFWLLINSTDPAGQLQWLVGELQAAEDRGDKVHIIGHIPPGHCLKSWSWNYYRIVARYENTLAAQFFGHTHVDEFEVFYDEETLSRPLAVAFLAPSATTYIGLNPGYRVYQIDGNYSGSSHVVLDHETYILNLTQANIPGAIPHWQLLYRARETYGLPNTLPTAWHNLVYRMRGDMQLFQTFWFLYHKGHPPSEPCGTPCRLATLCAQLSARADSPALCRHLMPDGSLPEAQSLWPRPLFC
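qHTS format. ASM enzyme prepared from human placenta hydrolyses the fluorogenic substrate HMU-PC0 (9 uM final) over 60 min at 37 °C after a 10 min compound preincubation.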
Tb PFK inh: inhibitors of T. brucei phosphofructokinase; O15648; T. brucei PFK, ADP-Glo luminescence; Potency, µM (series often up to 57.5 µM), for the others: at the highest dose activity, negative = inhibition, actives largely listed as inhibitors; 0.17% of 330,000 active;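 also: potency is read from the fitted curve at half-maximal effect; 0% = uninhibited 1x PFK enzyme wells and -100% = no-enzyme wells; nearly all actives have a fitted effect of over 60% in size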
Target sequence (O15648 whole entry, looked up): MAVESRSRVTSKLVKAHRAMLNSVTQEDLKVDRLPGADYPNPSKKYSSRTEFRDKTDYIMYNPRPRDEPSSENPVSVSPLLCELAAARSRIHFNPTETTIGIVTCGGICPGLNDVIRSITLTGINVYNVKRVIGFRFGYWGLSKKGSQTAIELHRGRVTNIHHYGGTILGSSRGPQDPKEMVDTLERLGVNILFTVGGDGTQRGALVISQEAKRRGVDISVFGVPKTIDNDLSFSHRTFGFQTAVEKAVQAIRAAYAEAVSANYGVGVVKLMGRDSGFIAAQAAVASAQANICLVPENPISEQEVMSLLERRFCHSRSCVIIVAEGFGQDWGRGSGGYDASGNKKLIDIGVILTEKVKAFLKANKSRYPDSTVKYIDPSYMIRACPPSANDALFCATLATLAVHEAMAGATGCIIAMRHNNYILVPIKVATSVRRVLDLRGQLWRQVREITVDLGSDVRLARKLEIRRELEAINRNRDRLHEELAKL
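In TEA buffer at pH 8.0 with 5 mM MgCl2, enzyme (1.25 nM) converted F6P (0.5 mM) and ATP (0.1 mM) for 45 min at room temperature. ADP product was read by luciferase luminescence.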
* = called active by the depositor; ? = inconclusive; / = no result given; [ ] = remark or other dose. Unless noted, calls follow the shape of the dose curve; as a rule, active = well fitted curve in the direction sought with a large enough effect; inconclusive = small, poorly fitted or top-dose-only effect, or another doubt; inactive = no such curve, though single readings can be large; an effect the other way counts as inactive or inconclusive. No enrichment for hits. Share with any hit: about 3.2%.

Results follow in this order: TCR activator	Mito fusion act	Tb PFK inh	S-ASM inh	ELG1 DNA repair	Eya2 phos inh	a7 integrin act	TSHR antag	Chronic BCR inh	TSG101-PTAP inh	AT treatment
[1] O=C(Cc1ccccc1F)Nc1nc2ccccc2[nH]1
  4%	-6%	0%	1%	?	6%	22%	0	?	0%	0%
[2] Cc1ccc(-n2nc3c(N4CCC(C(=O)NCc5cccc(F)c5)CC4)nnc(C)c3c2C)cc1
  0%	-7%	-21%	-3%	16µM*	-10%	-74%[inhibitor]	8	-12%	1%	5%
[3] Cc1c(C(=O)N2CC3(CC(c4cccc(NC(=O)[C@H]5CCC(=O)N5)c4)=NO3)C[C@@H]2C(N)=O)cc([N+](=O)[O-])cc1[N+](=O)[O-] (stereo partly drawn)
  1%	-4%	4%	-1%	15%	-6%	2%	-6	-4%	-4%	-19%
[4] C=CCN(C(=O)CNS(=O)(=O)c1ccccc1)C(C(=O)NCCOC)c1ccncc1 (stereo not drawn)
  6%	-5%	-18%	2%	-2%	2%	-6%	-6	4%	2%	-2%
[5] COC(=O)c1ccc(CNC(=O)COC(=O)c2cc(Cl)nc(Cl)c2)cc1
  -8%	-6%	0%	-2%	0%	8%	-31%[inhibitor]	-17	2%	-1%	13%
[6] O=C(Cc1coc2cc3c(cc12)CCC3)NCC1(N2CCCCC2)CCCCC1
  0%[46.1 µM]	-2%	1%	-5%	3%	12%	-54%[inhibitor]	0	6%	-2%	7%
[7] CC(NC(=O)c1ccc2c(c1)OCO2)C(c1cccs1)N1CCOCC1 (stereo not drawn)
  -5%	-2%	2%	4%	-1%	-1%	26%	8	1%	-9%	2%
[8] CCCCn1c(SCC(=O)NC2CC(C)(C)NC(C)(C)C2)nc2cc(S(N)(=O)=O)ccc21
  -2%	0%	10%	-1%	0%	-8%	14%	1	-2%	-7%	-1%
[9] COc1ccc(C2CN=NC23CCc2ccccc2C3=O)cc1 (stereo not drawn)
  -2%	5%	-4%	2%	?	2%	-31%	-9	-8%	-4%	11%
[10] Cc1nn(-c2ccccc2)cc1C(=S)Nc1ccccc1
  2%	18%	2%	-4%	?	11%	9%	-8	-13%	-3%	1%
[11] CCOC(=O)C1CCCN(CC(=O)Nc2c(C(=O)OC)[nH]c3ccc(Br)cc23)C1 (stereo not drawn)
  1%	?	-1%	-6%	16µM*	-6%	-3%	0	?	-8%	-3%
[12] CC1C(=O)N(Cc2ccccc2)c2ccccc2N1C(=O)c1ccccc1 (stereo not drawn)
  7%	5%	-1%	1%	26µM*	-4%	-50%[inhibitor]	-20	-18%	1%	11%
[13] O=C(CN1CCN(Cc2ccccc2)CC1)N1CCCCCC1
  7%	-4%	2%	9%	10%	-7%	-7%	2	-8%	0%	0%
[14] COc1ccc(S(=O)(=O)N2CCCC(C(=O)NCCN3CCOCC3)C2)cc1C (stereo not drawn)
  2%	15%	-8%	10%	1%	17%	0%	4	0%	-2%	6%
[15] C/C(=N\Nc1ccc(S(=O)(=O)Nc2ccccc2)cc1[N+](=O)[O-])c1ccc(N2CCOCC2)cc1
  7%	2%	0%	-18%	-7%	4%	0%	-11	-1%	-14%	0%
[16] Cc1ccc(S(=O)(=O)Nc2cccc(CP(=O)(c3ccccc3)c3ccccc3)c2)cc1
  1%	-3%	2%	-2%	22%	-1%	1%	-7	-7%	-1%	1%
[17] Cc1oc(-c2ccc(Cl)cc2)nc1CS(=O)CC(=O)NCCCN1CCCC(C)C1 (stereo not drawn)
  5%	0%	1%	2%	11%	-10%	-78%[inhibitor]	-5	-4%	0%	-3%
[18] O=C(NCc1cccc(C(F)(F)F)c1)N1CCN(C(=O)c2ccccc2)CC1
  4%	/	6%	0%	?	3%	-19%	16	?	-2%	-4%
[19] Cc1nc2sc(C(c3ccc(Cl)cc3)N3CCN(CCO)CC3)c(O)n2n1 (stereo not drawn)
  -6%	8%	1%	1%	16%	-11%	8%	0	5%	-4%	-30%
[20] CN(CC(=O)Nc1ccccc1Br)C(=O)CCc1nc2ccccc2c(=O)[nH]1
  2%	-8%	4%	-1%	19%	4%	21%	2	5%	-3%	-13%

3 entries already listed, ordered by number of heavy atoms, ascending:
Results follow in this order: TCR activator	Mito fusion act	Tb PFK inh	S-ASM inh	ELG1 DNA repair	Eya2 phos inh	a7 integrin act	TSHR antag	Chronic BCR inh	TSG101-PTAP inh	AT treatment
[12] CC1C(=O)N(Cc2ccccc2)c2ccccc2N1C(=O)c1ccccc1 (stereo not drawn)
  7%	5%	-1%	1%	26µM*	-4%	-50%[inhibitor]	-20	-18%	1%	11%
[14] COc1ccc(S(=O)(=O)N2CCCC(C(=O)NCCN3CCOCC3)C2)cc1C (stereo not drawn)
  2%	15%	-8%	10%	1%	17%	0%	4	0%	-2%	6%
[3] Cc1c(C(=O)N2CC3(CC(c4cccc(NC(=O)[C@H]5CCC(=O)N5)c4)=NO3)C[C@@H]2C(N)=O)cc([N+](=O)[O-])cc1[N+](=O)[O-] (stereo partly drawn)
  1%	-4%	4%	-1%	15%	-6%	2%	-6	-4%	-4%	-19%

Following part.
Results follow in this order: TCR activator	Mito fusion act	Tb PFK inh	S-ASM inh	ELG1 DNA repair	Eya2 phos inh	a7 integrin act	TSHR antag	Chronic BCR inh	TSG101-PTAP inh	AT treatment
[21] Cc1cc(C)c2nc(NC(=O)CN3C(=O)NC4(CCCC4)C3=O)sc2c1
  /	-5%	2%	-1%	19%	-4%	-11%	-10	?	-8%	-3%
[22] Cc1c(OC(C)C(=O)NCC2CCC(C(=O)O)CC2)ccc2c(-c3ccccc3)cc(=O)oc12 (stereo not drawn)
  -5%	2%	3%	-6%	-10%	7%	25%	-17	?	0%	18%
[23] COC(=O)C1CCC(C)(C(=O)Nc2ccccc2)C1(C)C (stereo not drawn)
  /	-1%	11%	0%	?	-13%	12%	-13	-3%	1%	-5%
[24] CC1CCC2(CC1)NC(=O)N(CC(=O)N1CCc3ccccc3C1)C2=O (stereo not drawn)
  2%	-21%	1%	0%	-3%	-28%	-2%	-6	1%	-3%	0%
[25] COC(=O)C1=C(C)NC(C)=C(C(=O)OCC2CCCO2)C1c1cccc(Cl)c1 (stereo not drawn)
  -7%	2%	1%	79%[activator]	-3%	-10%	22%	4	-11%	1%	3%
[26] Cc1ccc(C)c(CSCc2nc3ccccc3[nH]2)c1
  -3%	-9%	-4%	67%[activator]	0%	-30%	13%	13	?	-4%	4%
[27] CCN(CCCNC(=O)c1cc2c(-c3cccc(OC)c3)nn(C)c2s1)Cc1ccccc1
  10%	-10%	-2%	-2%	?	-13%	-52%[inhibitor]	5	?	-1%	2%
[28] Cc1ccc(S(=O)(=O)c2ncccc2N)cc1
  -2%	-7%	6%	-1%	-6%	6%	16%	6	?	-3%	/
[29] CS(=O)(=O)c1ccc2nc(N)sc2c1
  -4%	1%	0%	4%	?	-1%	-12%	2	-2%	-2%	-4%
[30] NC(=O)C[C@@H]1N[C@]2(C(=O)Nc3ccccc32)[C@@H]2C(=O)N(c3cc(C(F)(F)F)ccc3Cl)C(=O)[C@H]12
  3%	2%	2%	-3%	0%	4%	-7%	0	-3%	-1%	5%
[31] COC(=O)c1ccc(C(=O)OCc2nc3cc4ccccc4cc3[nH]2)cc1
  -6%[46.1 µM]	-3%	-4%	-10%	?	1%	-13%	1	-17%	2%	-4%
[32] COc1ccc(S(=O)(=O)NCC(c2cccnc2)N2CCN(C)CC2)cc1OC (stereo not drawn)
  /	0%	2%	6%	10%	8%	9%	-13	-1%	-1%	3%
[33] CCOC(=O)/C(=C\C=C\c1ccccc1)NC(=O)c1ccccc1
  -1%[46.1 µM]	16%	-6%	-5%	0%	-13%	-22%	4	?	0%	-4%
[34] O=C(O)C(CO)N=Cc1c(O)c2ccccc2oc1=O (stereo not drawn)
  26%	-3%	?	-3%	-7%	6%	17%	3	/	-5%	-6%
[35] Cc1ccc(NS(=O)(=O)c2c(C(=O)N3CCOCC3)c(C)n(C)c2C)cc1
  2%	-17%	0%	3%	15%	-3%	-21%	-3	-1%	0%	-5%
